Source: PubChem
Statin myotox sup: suppressors of simvastatin-induced myotoxicity in C2C12 myotubes | ATP luminescence, 48 h; scaled: DMSO 0, geranylgeraniol control 100 | AID 602340 | rescue of ATP level, % at 7.49 µM | actives 0.78% (n = 330,000);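 active = mean ATP rescue above about 67%, or every replicate alone reaching that limit, limit read from the data, passing the limit was not always enough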;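 also: myotubes were challenged with 10 µM simvastatin during compound exposure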
esBAF inh: blocks esBAF chromatin remodeling in mouse ES cells; Bmi1-luciferase knock-in reporter, 24 h; 100% = twice the neutral-well signal; AID 602393; reporter increase, % at 12.5 µM; actives 2% (n = 350,000); in the data active = activation above about 40%;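 also: 0% = median of the plate's neutral control wells and 100% = double that signal; a rise in the Bmi1 reporter signal indicates esBAF inhibition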
ERp5 inh: ERp5 (human) disulfide isomerase inhibition; ERp5 insulin aggregation, absorbance 650 nm, 90 min; inhibition, % at 9.99 µM; actives 0.05% (n = 350,000); AID 651711;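 active = mean replicate inhibition above about 25%, with every replicate also reaching it, limit read from the data, passing the limit was not always enough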
Target sequence (Q15084 whole entry, looked up): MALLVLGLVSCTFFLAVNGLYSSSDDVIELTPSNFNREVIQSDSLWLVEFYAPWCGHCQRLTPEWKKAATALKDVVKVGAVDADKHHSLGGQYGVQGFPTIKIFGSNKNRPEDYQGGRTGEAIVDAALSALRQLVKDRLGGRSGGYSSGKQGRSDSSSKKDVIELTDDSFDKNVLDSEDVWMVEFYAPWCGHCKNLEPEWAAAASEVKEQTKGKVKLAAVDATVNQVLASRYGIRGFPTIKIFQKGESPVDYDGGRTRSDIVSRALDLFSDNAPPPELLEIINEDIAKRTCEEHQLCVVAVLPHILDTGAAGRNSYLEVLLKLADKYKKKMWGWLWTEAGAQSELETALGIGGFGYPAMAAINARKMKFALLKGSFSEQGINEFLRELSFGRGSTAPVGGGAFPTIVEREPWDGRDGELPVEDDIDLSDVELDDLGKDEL
miR122 inh: blocks miR-122 activity in Huh7 sensor cells. actives 0.3% (n = 340,000). Huh7 miR-122 Renilla luciferase sensor, 48 h; neutral wells = 0, positive control = 100. AID 602342. activation (reporter increase), % at 12.5 µM;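 active = mean replicate activation score at least 90 and every replicate individually at or above 90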;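 also: higher luciferase means less miR-122 activity so hits act as miR-122 inhibitors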
Cneo AK release: Cryptococcus neoformans lysis via adenylate kinase release | C. neoformans lysis, adenylate kinase release luminescence, 4 h; normalised: neutral wells 0, clomiphene wells 100 | lysis activity, % at 15 µM | actives 0.2% (n = 360,000) | AID 651654;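 active = mean lysis activity across replicates of at least 80%, whatever share of replicates individually reach that level; inactive = mean lysis activity below 80%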
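Test system: log-phase Cryptococcus neoformans yeast cells; Quantity: yeast cell density of 5 × 10^6 cells/mL; Buffer or medium: YPD; Doses: single compound concentration per well; Timing: 4 h at 37 °C static, read 1 h later; Measured by: AK luminescence; Read-out basis: lysis from increased AK signal; Control set: Clomiphene as positive control.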
ARNT-TACC3 inh: ARNT/TACC3 interaction disruption; Q9Y6A5; AlphaScreen His-ARNT PAS-B/GST-TACC3 binding, luminescence; TACC3 fragment carries E629A point mutation; inhibition, % at 9.99 µM; actives 0.66% (n = 390,000); AID 623870;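 active = mean inhibition of replicates at least 50% and at least half of replicates each reaching 50%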;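 also: 0% = complete ARNT plus TACC3 wells and 100% = ARNT alone without TACC3; many hits fall short of the cut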
SIRT5 block: blocks human SIRT5 desuccinylation of peptide; Purified SirT5, succinyl-peptide AMC, trypsin-coupled fluorescence; inhibition, % at 15 µM; actives 1.1% (n = 330,000); AID 652115; in the data active = inhibition above about 15%
Target sequence (Q9NXA8 whole entry, looked up): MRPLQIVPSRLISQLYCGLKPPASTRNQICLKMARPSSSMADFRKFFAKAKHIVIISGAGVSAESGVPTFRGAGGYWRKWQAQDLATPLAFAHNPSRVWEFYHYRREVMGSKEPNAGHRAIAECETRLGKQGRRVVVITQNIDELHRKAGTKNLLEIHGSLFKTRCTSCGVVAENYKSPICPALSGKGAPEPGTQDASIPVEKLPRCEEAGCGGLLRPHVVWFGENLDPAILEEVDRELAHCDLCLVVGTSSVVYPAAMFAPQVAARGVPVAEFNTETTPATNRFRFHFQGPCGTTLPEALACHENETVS
* marks the source's active call; other numbers are inactive results; nt = not tested or not shown; [ ] = dose if it differs, or a comment.

SMILES	Statin myotox sup	esBAF inh	ERp5 inh	miR122 inh	Cneo AK release	ARNT-TACC3 inh	SIRT5 block
Cc1cc(C(=O)O)n(C(C)(C)C)n1	-8	0	0	nt	-2	23	-5
O=C(Nc1cccc(F)c1)N1CCC(n2c(=O)[nH]c3ccccc32)CC1	-12	-1	0	-4	0	-3	6
O=C(CN1CCN(c2ccccc2F)CC1)N1CCc2ccccc21	7	12	0	-2	-1	-1	-1
COc1cccc(NC(=O)CN(C)C(=O)c2ccc(S(=O)(=O)Nc3ccccc3C)cc2)c1	7	9	6	4	-2	3	-3
CCOC(=O)C1(C)CCN1C(=O)c1cncc(Br)c1 (configuration not stated)	7	-2	-3	0	0	nt	-3
COc1ccc(-c2sc3ccc(OC)cc3c2-c2ccc(OC)c(F)c2)cc1	1	-3	1	-1	-2	-10	nt
CCCC#Cc1cnc2c(c1)C(=O)N([C@@H](C)CO)C[C@H](C)[C@H](CN(C)C(=O)Cc1ccccc1)O2	-7	-2	3	-6[16.7 µM]	-3	5	1
COc1ccc(C(=O)N2CCN(c3c(C)cccc3C)CC2)cc1OC	0	3	3	-10	-1	8	nt
CC1=C(C(=O)Nc2cc(C)ccc2C)C(c2cccs2)NC(=S)N1 (configuration not stated)	2	-8	nt	-9	0	1	nt
O=C(NCc1ccc2c(c1)OCO2)c1ccc(N2C(=O)C3CCCCC3C2=O)cc1 (configuration not stated)	-4	-42	nt	3	-1	28	nt
CC(C)CCn1c(CN2CCN(Cc3ccccc3)CC2)nc2c1c(=O)[nH]c(=O)n2C	3	10	nt	-4	13	-31	nt
O=C(O)COc1ccc(NC(=O)c2ccc3c(c2)C(=O)N(Cc2ccccc2)C3=O)cc1	9	-2	5	-3	2	4	-1
C=CCn1c(SCC(=O)NC2CC2)nnc1-c1cccc(OC)c1	nt	nt	1	-4	0	-5	-5
CCC(CO)NCc1ccc2c(c1)n(C)c(=O)n2C (configuration not stated)	1	1	nt	2	0	nt	nt
O=C(OCc1ccc([N+](=O)[O-])cc1)c1ccc(N2CCCC2)c([N+](=O)[O-])c1	nt	nt	-2	nt	nt	-7	-7

Complete entries as entered above:
Entry for `O=C(OCc1ccc([N+](=O)[O-])cc1)c1ccc(N2CCCC2)c([N+](=O)[O-])c1` = Statin myotox sup = nt; esBAF inh = nt; ERp5 inh = -2; miR122 inh = nt; Cneo AK release = nt; ARNT-TACC3 inh = -7; SIRT5 block = -7
Entry for `COc1ccc(C(=O)N2CCN(c3c(C)cccc3C)CC2)cc1OC` = Statin myotox sup = 0; esBAF inh = 3; ERp5 inh = 3; miR122 inh = -10; Cneo AK release = -1; ARNT-TACC3 inh = 8; SIRT5 block = nt

Next results:
SMILES	Statin myotox sup	esBAF inh	ERp5 inh	miR122 inh	Cneo AK release	ARNT-TACC3 inh	SIRT5 block
C[C@@H]1CN([C@@H](C)CO)C(=O)c2cc(NS(=O)(=O)c3cccs3)ccc2O[C@@H](C)CCCCO[C@H]1CN(C)C(=O)Cc1ccccc1	nt	7	-5	0[16.7 µM]	-4	-2	-5
CNC[C@H](CC1CCCCC1)NC[C@H](CO)NCC1(c2ccccc2)CC1	-34	-4	9	-3	18	7	nt
Cc1cc(NC(=O)CSC2=NS(=O)(=O)c3ccccc3N2)no1	12	1	-4	nt	2	-8	-2
O=C(Nc1ccccc1Cl)N1C[C@H]2[C@@H](c3ccccc31)[C@@H](CO)N2C(=O)c1cccnc1	10	8	2	48[16.7 µM]	-3	-8	1
CCOC(=O)N1CCN(S(=O)(=O)c2ccc(C(=O)N(CCCN(C)C)c3nc4ccc(Cl)cc4s3)cc2)CC1	3	-2	2	-12	2	-1	0
CSc1ccccc1NC(=O)c1cccc(S(=O)(=O)N2CCN(C)CC2)c1	2	-1	-2	-6	-1	0	2
O=C(NC[C@H]1[C@H](c2ccccc2)[C@@H](CO)N1Cc1cccnc1)c1ccccn1	4	1	1	58[16.7 µM]	75	-2	0
COc1ccc(C(=O)NCC(=O)N2CCN(C(=O)c3ccco3)CC2)cc1[N+](=O)[O-]	-4	2	2	-4	0	0	1
CN(C)CC1CCC/C(=C/c2ccc(Cl)cc2)C1=O (configuration not stated)	nt	nt	2	-1	nt	-5	-4
CCCC#Cc1cnc2c(c1)C(=O)N([C@@H](C)CO)C[C@H](C)[C@@H](CN(C)S(=O)(=O)c1cn(C)cn1)O2	24	-2	-4	22[16.7 µM]	-3	-10	-3
O=C(COC(=O)COc1cccc(F)c1)NCCC1=CCCCC1	nt	nt	2	nt	nt	2	0
CCOc1ccc(N2C(=O)CC(N(CCc3ccc(S(N)(=O)=O)cc3)C(C)=O)C2=O)cc1 (configuration not stated)	nt	nt	-12	8	1	-2	-2
Clc1ccc(-c2nc3cnccn3c2NC2CCCC2)cc1	-5	-22	nt	2	-3	15	nt
Cc1cc(C)c(NC(=O)COC(=O)c2cc([N+](=O)[O-])ccc2N2CCOCC2)c(C)c1	-2	-8	1	2	-1	13	-4
Cc1cccc2cc(/C=N/NC(=O)c3ccncc3)c(Cl)nc12	nt	nt	2	nt	3	-5	-1
CCOc1ccccc1N1CCN(C(=O)c2cn(CC3CCCCC3)nn2)CC1	5	33	-1	-1	4	-11	-2
Cc1ccc(S(=O)(=O)Nc2cccc(-c3ccc4nnc(C)n4n3)c2)s1	10	-12	2	4	0	-1	-3
Cc1ccc(S(=O)(=O)N2CCCC(C(=O)N3CCCc4ccccc43)C2)cc1 (configuration not stated)	nt	6	nt	0	-1	-2	nt
COC(=O)c1c(NC(=O)c2ccccc2C(=O)O)sc2c1CCCC2	5	6	6	-2	0	nt	nt
CN1C(=O)c2cc(NS(=O)(=O)c3ccccc3F)ccc2OC[C@H]2O[C@@H](CC(=O)NC3Cc4ccccc4C3)CC[C@H]21	28	6	0	nt	-1	-2	-4
C[C@@H]1CN([C@@H](C)CO)C(=O)Cc2cc(NC(=O)c3ccncc3)ccc2O[C@H]1CN(C)S(=O)(=O)c1cn(C)cn1	10	0	-2	-3[16.7 µM]	-4	-6	-3
O=C(COc1ccccc1Cl)NCCNC(=O)c1cccnc1	-2	-4	-2	2	-1	-5	9
COc1ccc(NC(=O)c2cccnc2Nc2ccccc2)cc1	-23	0	nt	3	-10	1	nt
CO[C@H]1CN(C)C(=O)c2cc(NS(=O)(=O)c3ccccc3F)ccc2OC[C@@H](C)NC[C@@H]1C	10	-3	-7	-10[16.7 µM]	-2	-4	0
CC[C@H]1c2[nH]c3ccccc3c2C[C@H]2C(=O)N(c3ccc(F)cc3)C(=O)N21	21	-2	0	-6	-1	-2	0
CC(C)NC(=O)Nc1ccc2c(c1)CC(=O)N([C@H](C)CO)C[C@@H](C)[C@@H](CN(C)Cc1ccc(C(F)(F)F)cc1)O2	7	0	-4	-7[16.7 µM]	-3	4	1
Cc1c(NC(=O)CN(c2ccccc2)S(=O)(=O)c2ccc(F)cc2)c(=O)n(-c2ccccc2)n1C	nt	nt	0	nt	1	-2	1
Cc1nn(CC(=O)N2CCN(S(=O)(=O)c3ccccc3)CC2)c(C)c1[N+](=O)[O-]	-3	3	-5	-3	1	0	-4
CN(C)CCNC(=O)CN1C(=O)CSc2ccc(S(=O)(=O)N3CCCCC3)cc21	5	-3	-4	2	-1	-2	-5
COc1cccc(NC(=O)CN(C)C(=O)c2cccc(NS(=O)(=O)c3ccccc3)c2)c1	12	-1	-2	13	1	1	0
C[C@@H]1CN([C@@H](C)CO)C(=O)Cc2cc(NC(=O)Cn3cnnn3)ccc2O[C@H]1CN(C)S(C)(=O)=O	-3	-3	nt	17[16.7 µM]	0	1	nt
O=C(C1CCCC1)N1CCCCN2[C@H](CO)[C@@H](c3ccc(C#CC4CC4)cc3)[C@H]2C1	nt	nt	-3	-22[16.7 µM]	-1	5	3
Clc1cccc(C2Nc3cccc4cccc(c34)N2)c1Cl	13	-6	2	4	-1	3	-1
COc1ccc(CN2C[C@@H](CO)O[C@@H](n3cnc4c(N5CCN(CCO)CC5)ncnc43)C2)cc1	10	-1	-1	-7	-1	nt	-7
COc1ccc(/C=C/C(=O)NC(=S)Nc2ccc(S(=O)(=O)Nc3ccc(OC)nn3)cc2)cc1	10	5	nt	2	0	4	nt
CCC(=O)N(C)C[C@@H]1Oc2cc(C#CC3CC3)ccc2S(=O)(=O)N([C@H](C)CO)C[C@@H]1C	37	-14	-6	0[16.7 µM]	0	-5	-1
CCOc1cc(C2NC(=O)c3ccccc3O2)ccc1OC(C)C (configuration not stated)	2	-5	0	5	-2	-1	-1
Cc1cccc(C(=O)Nc2cccc(C(=O)N/N=C/c3ccc4c(c3)OCO4)c2)c1	-4	60*	-2	10	-2	15	-1
CNC(=O)C(=O)Nc1cc2c3c(c1)CCC(=O)N3CCC2	-4	-3	4	-3	0	3	-4
COc1ccc(Cc2nc3ccc(C(=O)NC(C)c4cnn(C)c4)cc3o2)cc1 (configuration not stated)	-7	3	3	2	-2	5	3
O=C(c1cnc(-c2ccccc2)s1)c1ccc(Cl)cc1Cl	33	8	nt	-1	-3	-1	nt
COc1ccc(NC(=O)C2CCCO2)cc1OC (configuration not stated)	-9	2	1	-3	0	-8	-8
COc1ccc(C(=O)Cc2ccccc2C(=O)O)cc1	nt	nt	-10	nt	nt	-5	1
COCCn1nnnc1C(c1ccc(OC)cc1OC)N1CCN(c2ccccc2)CC1 (configuration not stated)	4	-6	nt	2	-2	-2	nt
COc1ccc(C(=O)Nn2c(CC(C)C)nc3cc(Cl)ccc3c2=O)c(OC)c1	14	3	1	-1	4	-1	1
CCC(C)c1ccccc1NC(=S)NC(=O)c1ccco1 (configuration not stated)	nt	nt	4	nt	5	-14	0
CCCC(O)(c1ccc(Cl)cc1)C(CN1CCOCC1)c1ccc(Cl)cc1 (configuration not stated)	17	-8	2	3	8	-9	1
Cc1ccc(-c2nc3ccccc3s2)cc1S(=O)(=O)N1CCOCC1	-6	6	nt	2	-4	-7	nt
NC(=O)c1ccc(NC(=O)CNC(=O)c2sc3ccccc3c2Cl)cc1	-1	-5	10	-8	-3	0	-2

Molecules above that have two or more sulfur atoms:
SMILES	Statin myotox sup	esBAF inh	ERp5 inh	miR122 inh	Cneo AK release	ARNT-TACC3 inh	SIRT5 block
CC1=C(C(=O)Nc2cc(C)ccc2C)C(c2cccs2)NC(=S)N1 (configuration not stated)	2	-8	nt	-9	0	1	nt
C[C@@H]1CN([C@@H](C)CO)C(=O)c2cc(NS(=O)(=O)c3cccs3)ccc2O[C@@H](C)CCCCO[C@H]1CN(C)C(=O)Cc1ccccc1	nt	7	-5	0[16.7 µM]	-4	-2	-5
Cc1cc(NC(=O)CSC2=NS(=O)(=O)c3ccccc3N2)no1	12	1	-4	nt	2	-8	-2
CCOC(=O)N1CCN(S(=O)(=O)c2ccc(C(=O)N(CCCN(C)C)c3nc4ccc(Cl)cc4s3)cc2)CC1	3	-2	2	-12	2	-1	0
CSc1ccccc1NC(=O)c1cccc(S(=O)(=O)N2CCN(C)CC2)c1	2	-1	-2	-6	-1	0	2
Cc1ccc(S(=O)(=O)Nc2cccc(-c3ccc4nnc(C)n4n3)c2)s1	10	-12	2	4	0	-1	-3
CN(C)CCNC(=O)CN1C(=O)CSc2ccc(S(=O)(=O)N3CCCCC3)cc21	5	-3	-4	2	-1	-2	-5
COc1ccc(/C=C/C(=O)NC(=S)Nc2ccc(S(=O)(=O)Nc3ccc(OC)nn3)cc2)cc1	10	5	nt	2	0	4	nt
Cc1ccc(-c2nc3ccccc3s2)cc1S(=O)(=O)N1CCOCC1	-6	6	nt	2	-4	-7	nt
